# Screening results (PubChem)
# LANA DNA inh – KSHV C-LANA DNA binding inhibition. MBP-C-LANA/FAM-LBS DNA binding, fluorescence polarization. inhibition, % at 9 µM. 340,000 compounds, 0.078% hits;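 active = highest replicate inhibition at or above 60% at 9 µM, even if other replicates fall short; inactive = all replicates below 60% inhibition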;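 also: 0% = neutral control wells and 100% = 4 µM acridine orange control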
# Keap1 Nrf2 FP – Keap1-Nrf2 (human) interaction inhibition | Keap1 Kelch-Nrf2 peptide fluorescence polarization, 1536-well | 340,000 compounds, 0.15% hits | Q14145 | inhibition, % at 9.4 µM | AID 504523; in the data active = inhibition above about 12%;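 also: human Keap1 Kelch domain with fluorescein labeled Nrf2 9mer peptide probe; 0% = neutral control wells and 100% = peptide positive control; higher means more block of Keap1 binding to Nrf2 peptide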
# Target sequence (Q14145 whole entry, looked up, the tested form may be a part): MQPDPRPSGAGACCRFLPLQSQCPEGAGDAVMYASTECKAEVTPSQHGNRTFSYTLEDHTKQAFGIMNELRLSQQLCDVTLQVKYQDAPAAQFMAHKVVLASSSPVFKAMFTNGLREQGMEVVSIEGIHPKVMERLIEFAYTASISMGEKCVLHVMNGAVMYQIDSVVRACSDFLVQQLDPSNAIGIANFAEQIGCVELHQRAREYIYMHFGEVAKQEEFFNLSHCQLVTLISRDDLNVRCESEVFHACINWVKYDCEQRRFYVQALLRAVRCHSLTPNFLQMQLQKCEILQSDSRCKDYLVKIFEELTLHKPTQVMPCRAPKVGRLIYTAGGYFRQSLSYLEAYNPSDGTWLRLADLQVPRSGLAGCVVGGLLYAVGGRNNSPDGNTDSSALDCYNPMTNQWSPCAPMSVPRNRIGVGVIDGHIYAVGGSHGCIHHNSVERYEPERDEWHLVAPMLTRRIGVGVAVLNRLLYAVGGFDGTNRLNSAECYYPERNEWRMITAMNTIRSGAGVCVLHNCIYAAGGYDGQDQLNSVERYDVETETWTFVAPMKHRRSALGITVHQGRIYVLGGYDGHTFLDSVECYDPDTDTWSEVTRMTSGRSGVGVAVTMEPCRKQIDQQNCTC
# PfHsp90 yeast 2 – reduces growth (ATP signal) of yeast expressing P. falciparum Hsp90; S. cerevisiae expressing PfHsp90, BacTiter-Glo ATP, 48 h; yeast lacking PDR1 and PDR3 efflux regulators; inhibition, % at 9.4 µM; 310,000 compounds, 0.32% hits; AID 504621;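 active = every replicate shows inhibition above about 80%, whatever the replicate mean, limit read from the data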;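 also: 0% = DMSO neutral controls and 100% = 20 µM radicicol positive controls; yeast relying on Plasmodium falciparum Hsp90 in place of its own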
# CDK5 inh – inhibitors of human CDK5/p35 kinase; Q00535+Q15078; Recombinant CDK5/p35, ADP-Glo luminescence, 60 min; inhibition, % at 10 µM; 330,000 compounds, 0.01% hits;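 active = highest replicate inhibition of at least 50% and at least 75% of replicates reaching 50%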;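 also: plate controls were DMSO neutral control for no effect and GW8510 at 10 µM for full effect; many of its hits are not listed in these tables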
# Cardiac RTF inh – cardiac RTF calcium desensitization; P19429+P45379; IANBD-labeled cardiac RTF, Ca2+ fluorescence; inhibition, % at 7.15 µM; 340,000 compounds, 0.12% hits;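 active = inhibition above the mean inhibition of all tested compounds plus 3 SD, cut at about 17% in these data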;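 also: assay run at fixed EC70 calcium of 1.6 mM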
# PvdQ acylase – blocks Pseudomonas aeruginosa PvdQ acylase activity; AID 488965; inhibition, % at 10 µM; purified PvdQ acylase, fluorescence plate reader; 340,000 compounds, 0.063% hits; in the data active = inhibition above about 30%, passing the limit was not always enough;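 also: 0% = vehicle neutral wells and 100% = reference inhibitor wells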
# RTF Ca sens act – increases calcium sensitivity of human cardiac regulated thin filaments | P19429+P45379 | IANBD-labeled TnC RTF fluorescence at EC20 calcium; 0% EC20 calcium, 100% full calcium | activation, % at 7.2 µM | 340,000 compounds, 0.24% hits;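 active = activation above the mean over all tested compounds plus 3 SD, cut at about 30% in these data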;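 also: rise in fluorescence read as greater calcium sensitivity of cardiac thin filaments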
# NSD2 inh – inhibitors of human histone methyltransferase NSD2 | 310,000 compounds, 0.54% hits | O96028 | NSD2 peptide methylation, AlphaScreen, 120 min | inhibition, % at 12.5 µM; in the data active = inhibition above about 50%
# dFosB activator – mouse delta FosB homodimer activation. purified delta FosB, TAMRA-CDK5 oligo fluorescence polarization; percent of positive-control signal above neutral wells. 340,000 compounds, 0.99% hits. activation, % at 25 µM. P13346;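 active = mean activation above about 17%, with every replicate also reaching it, limit read from the data, passing the limit was not always enough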;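 also: fluorescence polarization rise as delta FosB binds a TAMRA Cdk5 AP-1 oligo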
# Mot1-301 SUMO – blocks SUMOylation pathway, rescuing yeast Mot1-301 growth; S. cerevisiae Mot1-301 growth rescue, ATP luminescence, 38.5C; percent above DMSO median, 100 means doubled; growth rescue, % at 18.8 µM; 320,000 compounds, 1% hits;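 active = every valid replicate shows activation above 250% relative to neutral control wells; inactive = the rest, any valid replicate at or below 250%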;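 also: OY570 slx delta 5 strain wells were the positive control but not used for scaling; some compounds called inactive have numbers as strong as hits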
# Rtt109 Vps75 – blocks Candida albicans Rtt109/Vps75 acetyltransferase activity. Q5AAJ8. purified Rtt109/Vps75, ThioGlo CoA-SH fluorescence, 4 h. inhibition, % at 34.9 µM. 330,000 compounds, 0.16% hits. AID 540336;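 active = inhibition of at least 50% in every replicate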
# Target sequence (Q5AAJ8 whole entry, looked up): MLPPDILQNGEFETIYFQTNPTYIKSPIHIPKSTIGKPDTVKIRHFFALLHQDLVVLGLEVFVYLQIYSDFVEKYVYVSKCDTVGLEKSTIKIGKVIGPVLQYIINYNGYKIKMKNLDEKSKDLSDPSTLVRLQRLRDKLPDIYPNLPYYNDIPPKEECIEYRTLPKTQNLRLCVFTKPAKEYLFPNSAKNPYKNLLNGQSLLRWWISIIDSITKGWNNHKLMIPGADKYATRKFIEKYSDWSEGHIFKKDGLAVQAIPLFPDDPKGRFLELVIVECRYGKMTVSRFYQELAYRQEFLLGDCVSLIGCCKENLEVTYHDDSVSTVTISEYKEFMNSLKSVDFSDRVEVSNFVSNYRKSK
# Numbers without * were called inactive; x = not tested or not shown. Random draw from the library; 3.2% or so of the library scored in one or more.
no.	molecule	LANA DNA inh	Keap1 Nrf2 FP	PfHsp90 yeast 2	CDK5 inh	Cardiac RTF inh	PvdQ acylase
1	CCOC(=O)c1sc2nc(C)nc(N3CCN(S(=O)(=O)c4ccccc4)CC3)c2c1C	-1.8	1	-14	0.7	-2	-3
2	CC(=O)c1c(C)[nH]c(C(=O)COC(=O)c2cc(S(=O)(=O)N(C)c3ccccc3)ccc2Cl)c1C	0.6	-3	9	-1.3	10	10
3	Cn1c(Cl)cnc1C(O)(c1ccccc1)c1ccccc1	-1.1	3	-10	1.5	-1	-15
4	O=C(O)Cc1ccc(C(=O)c2ccc(Cl)cc2)s1	-1.1	-3	5	-0.7	-1	-14
5	CC(C)(C)c1cc(C(=O)NNc2ccc(OC(F)(F)F)cc2)n(Cc2ccccc2)n1	-0.3	5	-3	0.4	6	4
6	CCN(CC)S(=O)(=O)c1ccc(Nc2ccc(-c3ccc4c(c3)OCCO4)nn2)cc1	-0.4	0	-1	-0.8	0	-3
7	Cc1c(C)n(C(=O)CN2CCC(C(N)=O)CC2)c2ccccc12	0.6	-2	42	0.1	-4	-13
8	O=C(CSc1nnc2ccccn12)NCCN1C(=O)CSC1=O	1.9	-3	15	-1.3	0	-15
9	O=[N+]([O-])c1cc(/C=N/NC(=S)Nc2ccccc2Cl)ccc1Cl	-0.8	-5	-12	-1.2	2	-8
10	CC1CCN(CC(=O)c2cccs2)CC1	-1.5	-1	7	0.7	9	5
11	COc1cccc(N2CCN(c3ccc4nnc(CCC(=O)Nc5ccc(F)cc5)n4n3)CC2)c1	-0.8	-3	-71	-0.2	-5	-12
12	O=C(CCN1C(=O)C2CC=C(Cl)CC2C1=O)N1CCCCC1 (centres undefined)	10	5	-119	0.3	-8	-2
13	CCOc1ccc(OCc2ccc(C(=O)NCc3ccncc3)o2)cc1	1.5	-6	11	-4.7	-2	-8
14	CSc1cccc(NC(=O)c2[nH]c(C)c(C(C)=O)c2C)c1	-0.5	-6	13	-3.8	-5	-11
15	CC1=C(C(=O)OCc2ccccc2)C(c2ccc([N+](=O)[O-])cc2)NC(=O)N1CCCC(=O)O (centres undefined)	1.3	-6	6	-0.4	-6	-11

no.	RTF Ca sens act	NSD2 inh	dFosB activator	Mot1-301 SUMO	Rtt109 Vps75
1	5	-1	2	11	2
2	-6	-4	-5	32	3
3	6	-3	2	-23	2
4	-4	5	1	11	6
5	-1	3	-7	145	0
6	-1	1	1	-5	-2
7	-1	1	-1	-1	1
8	-1	0	5	-20	-9
9	-7	-6	11	x	6
10	3	2	1	-8	12
11	1	-3	-23	7	20
12	0	8	2	10	-8
13	-1	4	2	17	3
14	4	28	-15	-6	7
15	5	x	7	-20	12

no.	molecule	LANA DNA inh	Keap1 Nrf2 FP	PfHsp90 yeast 2	CDK5 inh	Cardiac RTF inh	PvdQ acylase
16	COc1cc(/C=C2\NC(=S)N(C)C2=O)ccc1OCc1ccccc1F	1.5	-6	1	-0.5	-4	7
17	CN(C)S(=O)(=O)c1ccc(C(=O)Nc2nnc(SCc3cccc4ccccc34)s2)cc1	2.6	-4	-15	0.6	-3	-8
18	COc1cc(C#N)c(NC(=O)CN2CCN(CCO)CC2)cc1OC	0.6	1	1	-0.6	9	0
19	O=C(NCCS(=O)(=O)NCc1ccc2c(c1)OCO2)c1ccccc1	1.1	1	-6	-0.6	5	-9
20	COc1ccc(/C=N/NC(=O)C(C)Sc2ccccn2)cc1[N+](=O)[O-] (centres undefined)	-0.7	2	10	-1.4	-1	-6
21	O=C(CC1CCC1)NC(c1ccccc1)c1ccccc1	-0.2	2	x	0.9	-1	-14
22	O=C(NC(Cc1ccccc1)C(=O)O)NC12CC3CC(CC(C3)C1)C2 (centres undefined)	0.9	-9	-20	-1.7	-6	-2
23	C=C1CCN(c2ccc(C(=O)NCc3ccccc3)cc2[N+](=O)[O-])CC1	0.1	-8	11	-0.5	-15	-11
24	CN1C(=O)/C(=C/c2ccc(OC(=O)c3ccco3)cc2)SC1=S	-0.9	-4	-13	3.1	-14	-19
25	CCN(CC)CC(C)(C)NS(=O)(=O)c1ccc(Cl)cc1	-0.6	-2	1	1.8	0	1
26	Cc1nnc(SC(C)C(=O)NCC2CCCO2)n1-c1ccccc1 (centres undefined)	-1.0	-1	-5	-0.1	3	13
27	CC(=O)Nc1ccc(S(=O)(=O)N2CCC(Oc3ccc(-n4cnnn4)cc3)CC2)cc1	1.2	-6	8	-0.4	-3	-13
28	COCC(=O)Nc1ccc(Nc2ccccc2)cc1	0.0	-1	x	1.9	-22	-4
29	COc1ccc(/C=N\NC(=O)c2c(C)nc3ccc(Br)cn23)cc1	1.9	-4	5	1.1	1	1
30	Cc1ccc(C(=O)O)cc1NC(=O)Nc1ccc2c(c1)OCO2	1.1	-5	11	-2.1	-7	-11

no.	RTF Ca sens act	NSD2 inh	dFosB activator	Mot1-301 SUMO	Rtt109 Vps75
16	-4	-2	-5	17	-8
17	14	-2	-5	11	-2
18	-3	-4	-3	27	11
19	-4	-1	0	-1	-2
20	-5	0	3	268	7
21	-4	-2	-10	20	-10
22	5	1	-11	-7	-1
23	-4	x	0	37	1
24	-5	12	9	4	0
25	1	-2	1	6	-2
26	-5	1	4	-3	2
27	5	-2	15	-5	-7
28	13	18	-11	75	-2
29	3	-5	-5	-14	6
30	5	1	-3	174	9

# The last five entries of the section above lead into the next.
no.	molecule	LANA DNA inh	Keap1 Nrf2 FP	PfHsp90 yeast 2	CDK5 inh	Cardiac RTF inh	PvdQ acylase
26	Cc1nnc(SC(C)C(=O)NCC2CCCO2)n1-c1ccccc1 (centres undefined)	-1.0	-1	-5	-0.1	3	13
27	CC(=O)Nc1ccc(S(=O)(=O)N2CCC(Oc3ccc(-n4cnnn4)cc3)CC2)cc1	1.2	-6	8	-0.4	-3	-13
28	COCC(=O)Nc1ccc(Nc2ccccc2)cc1	0.0	-1	x	1.9	-22	-4
29	COc1ccc(/C=N\NC(=O)c2c(C)nc3ccc(Br)cn23)cc1	1.9	-4	5	1.1	1	1
30	Cc1ccc(C(=O)O)cc1NC(=O)Nc1ccc2c(c1)OCO2	1.1	-5	11	-2.1	-7	-11
31	COc1ccc(NC(=O)CCc2c(C)nc3nc(CNC(=O)c4cccc(F)c4)nn3c2C)cc1OC	0.5	-9	3	3.9	0	-1
32	CCOc1ccc(C=NNC(=O)c2cccc3ccccc23)cc1OCC	2.0	4	23	2.4	-3	-9
33	CSC(=NC#N)N1CCN(c2cccc(Cl)c2)CC1	-0.1	2	-4	0.1	-2	7
34	CSC(=NC(C)c1ccccc1)NS(=O)(=O)c1cccs1 (centres undefined)	-1.6	-5	6	0.3	6	20
35	Fc1cccc(F)c1[B-](F)(F)F	1.9	-2	7	-0.9	-6	-16
36	CCN1CCN(CCCNC(=O)C2CCN(c3nnc(-n4cccc4)s3)CC2)CC1	-0.2	1	0	3.3	2	5
37	COC(=O)c1ccc(CSc2nnc(NC(C)C)s2)cc1	0.3	0	7	0.2	-13	7
38	COc1ccc(NC(=O)c2ccc(F)c(F)c2)c2ccccc12	-1.5	-1	11	0.3	-13	-13
39	CCOc1cccc2sc(NC(=O)c3ccc(Br)s3)nc12	1.2	-2	-42	-2.1	-16	-14
40	COc1ccc(/C=C(/NC(=O)c2ccco2)C(=O)N2CCCC2=O)cc1	0.2	-2	-3	0.1	-10	-13
41	Cc1cc(NCCCO)n2nc(-c3cccs3)cc2n1	0.3	1	-6	1.3	3	-6
42	Cc1cc(C)n(-c2ccc(C(=O)Nc3sccc3C(N)=O)cc2)n1	2.9	-4	-1	-0.1	-12	4
43	COC(=O)c1ccccc1NC1=C/C(=N\S(=O)(=O)c2ccc(C(=O)O)cc2)c2ccccc2C1=O	10	14*	-6	0.0	-12	3
44	CN(Cc1cccc(F)c1)C(=O)c1cc(S(=O)(=O)N2CCOCC2)ccc1N1CCCC1	1.3	-1	-1	0.9	-3	5
45	Nn1c(SCc2cccc(Br)c2)nnc1-c1ccncc1	-1.1	-2	1	2.7	-3	-2

no.	RTF Ca sens act	NSD2 inh	dFosB activator	Mot1-301 SUMO	Rtt109 Vps75
26	-5	1	4	-3	2
27	5	-2	15	-5	-7
28	13	18	-11	75	-2
29	3	-5	-5	-14	6
30	5	1	-3	174	9
31	-3	12	-2	7	1
32	3	1	-8	x	-3
33	-1	4	-4	x	3
34	-3	0	2	-14	2
35	-2	x	1	x	6
36	-1	1	-3	-21	0
37	-8	4	3	1	4
38	-8	54*	-4	28	3
39	0	x	33*	-8	-17
40	5	-1	-5	-8	-6
41	1	1	4	239	-5
42	1	2	-9	0	-12
43	-3	151*	-24	-17	22
44	-2	0	-11	-17	9
45	2	-5	2	4	1

# Records 43 to 45 from above:
no.	molecule	LANA DNA inh	Keap1 Nrf2 FP	PfHsp90 yeast 2	CDK5 inh	Cardiac RTF inh	PvdQ acylase
43	COC(=O)c1ccccc1NC1=C/C(=N\S(=O)(=O)c2ccc(C(=O)O)cc2)c2ccccc2C1=O	10	14*	-6	0.0	-12	3
44	CN(Cc1cccc(F)c1)C(=O)c1cc(S(=O)(=O)N2CCOCC2)ccc1N1CCCC1	1.3	-1	-1	0.9	-3	5
45	Nn1c(SCc2cccc(Br)c2)nnc1-c1ccncc1	-1.1	-2	1	2.7	-3	-2

no.	RTF Ca sens act	NSD2 inh	dFosB activator	Mot1-301 SUMO	Rtt109 Vps75
43	-3	151*	-24	-17	22
44	-2	0	-11	-17	9
45	2	-5	2	4	1

# Continuation.
no.	molecule	LANA DNA inh	Keap1 Nrf2 FP	PfHsp90 yeast 2	CDK5 inh	Cardiac RTF inh	PvdQ acylase
46	O=C(Nc1ccccc1O)c1ccc(C(=O)c2ccccc2)o1	1.0	-7	12	1.2	-6	-1
47	Cc1cc(C=O)c(C)n1-c1cc(C(F)(F)F)ccc1N1CCOCC1	1.3	-3	-6	-1.8	8	-2
48	Cc1ccc(-c2n[nH]c(=O)c3ccccc23)cc1N	0.6	-2	x	-0.4	-4	-12
49	COC(=O)[C@H](Cc1ccc(O)cc1)NC(=O)Cn1cnc2c(NCc3ccccc3)ncnc21	1.2	7	-5	-0.2	-3	-1
50	Cc1nn(CC(=O)N2CCOCC2)c(=O)c2c1sc1ccccc12	0.4	0	23	0.4	-6	-6
51	O=C(NCc1cccs1)C(=O)NCC1OCCCN1S(=O)(=O)c1ccc(F)cc1 (centres undefined)	0.3	-2	3	1.1	0	2
52	COc1cc(C(=O)OC(C)C(=O)Nc2ccc3c(c2)OCO3)ccc1OCc1c(C)noc1C (centres undefined)	5.0	-3	4	1.6	-5	-11
53	Cc1ccc(/C=N/n2c(C)nnc2C)o1	-0.6	1	6	0.3	2	-15

no.	RTF Ca sens act	NSD2 inh	dFosB activator	Mot1-301 SUMO	Rtt109 Vps75
46	2	-3	7	-4	2
47	11	14	-3	-24	-6
48	-1	1	0	74	4
49	1	x	-1	x	9
50	0	0	-12	-9	0
51	8	1	-3	6	6
52	3	1	-3	x	1
53	-3	-3	-4	x	-4
